APE1 inh = qHTS Assay for Inhibitors of the Human Apurinic/apyrimidinic Endonuclease 1 (APE1); DNA repair nuclease/redox regulator APEX1 (Homo sapiens), P27695; 350,000 tested, 0.35% active; recombinant APE1, TAMRA/BHQ-2 abasic DNA cleavage fluorescence; Potency, µM (titrated, usually from 65.8 µM), inactives show top-dose activity change, negative = inhibition, actives largely listed as inhibitors;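 also: potency is read from the fitted curve at half-maximal effect; plate controls were vehicle for no effect and reference inhibitor for full effect; nearly all actives have a fitted effect of over 55% in size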
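0.75 nM APE1 + cpd, 15 min RT; start w/ 50 nM TAMRA/BHQ-2 THF-abasic dsDNA; kinetic fluor 525/598 nm ×3 reads @60 s; Δ(read3−read1); normalized to DMSO and NSC13755 control wells.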
Pol eta inh = qHTS for Inhibitors of Polymerase Eta; Potency, µM (series often up to 114 µM), inactives show top-dose activity change, negative = inhibition, hits mostly inhibitors; DNA polymerase eta (Homo sapiens), Q9Y253; 390,000 tested, 1.2% active; recombinant Pol eta, fluorescent DNA replication assay; also: potency is read from the fitted curve at half-maximal effect; % is scaled to controls: 0 for no effect and ±100 for the full control effect
Target sequence (Q9Y253 whole entry, looked up): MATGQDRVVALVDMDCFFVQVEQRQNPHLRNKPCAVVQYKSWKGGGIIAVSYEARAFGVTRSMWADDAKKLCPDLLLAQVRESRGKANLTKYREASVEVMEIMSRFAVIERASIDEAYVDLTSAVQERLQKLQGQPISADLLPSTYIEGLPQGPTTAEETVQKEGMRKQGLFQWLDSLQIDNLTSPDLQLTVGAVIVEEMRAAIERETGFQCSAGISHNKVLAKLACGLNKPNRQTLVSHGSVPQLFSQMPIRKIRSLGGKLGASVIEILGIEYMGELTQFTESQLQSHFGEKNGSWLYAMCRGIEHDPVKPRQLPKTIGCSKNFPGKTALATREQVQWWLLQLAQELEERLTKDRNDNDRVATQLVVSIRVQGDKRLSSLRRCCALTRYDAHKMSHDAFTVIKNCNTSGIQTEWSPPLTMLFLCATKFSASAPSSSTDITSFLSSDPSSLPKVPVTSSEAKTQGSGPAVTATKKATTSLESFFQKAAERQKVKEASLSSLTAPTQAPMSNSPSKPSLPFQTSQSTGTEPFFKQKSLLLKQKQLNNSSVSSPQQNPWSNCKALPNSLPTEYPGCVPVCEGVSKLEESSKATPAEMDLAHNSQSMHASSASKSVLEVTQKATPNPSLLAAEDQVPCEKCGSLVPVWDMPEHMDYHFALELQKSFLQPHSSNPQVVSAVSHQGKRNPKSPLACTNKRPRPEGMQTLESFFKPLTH
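Fluorescent replication assay: 50 nM final substrate added after a 15 min room-temperature compound preincubation with 10 nM enzyme. Signal taken at 0 min and again at 10 min.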
Pol iota inh = qHTS for Inhibitors of Polymerase Iota; 390,000 tested, 1% active; DNA polymerase iota (Homo sapiens), Q9UNA4; Potency, µM (highest dose often 115 µM), inactives show at the top dose activity, negative = inhibition, actives largely listed as inhibitors; Pol iota fluorescent replication assay, 10 min; also: potency is read from the fitted curve at half-maximal effect
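Pol iota at 10 nM preincubated 15 min with compounds at room temperature; reaction started with fluorescent substrate, 50 nM final. Fluorescence read kinetically at 0 and 10 min; buffer-only wells as negative control.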
POLK inh = qHTS for Inhibitors of Polymerase Kappa; DNA polymerase kappa (Homo sapiens), Q9UBT6; purified Pol kappa, fluorescent DNA synthesis assay, 10 min; Potency, µM (series often up to 107 µM), without a hit: at the highest dose activity, negative = inhibition, most hits filed as inhibitors; 400,000 tested, 0.53% active; AID 588579, 2011; also: potency is read from the fitted curve at half-maximal effect; % is scaled to controls: 0 for no effect and ±100 for the full control effect
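Readout: fluorescence, taken kinetically at 0 and 10 min. Conditions: 10 nM Pol kappa, 15 min RT compound preincubation, 50 nM substrate final. Controls: enzyme-free buffer wells.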
Glioma ERSR ind = qHTS for Inducers of the Endoplasmic Reticulum Stress Response (ERSR) in Human Glioma: qHTS; U87-MG GRP78 promoter luciferase reporter, 16 h; Potency, µM, for inactives: at the highest dose activation, usual class: activators; 420,000 tested, 0.02% active; AID 602332, 2012; also: potency is read from the fitted curve at half-maximal effect; series mostly up to about 76 µM; % of control where 0% means no effect; nearly all actives have a fitted effect of over 35% in size
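ERSR induction read as luciferase luminescence (Bright-Glo, 10 min at room temperature) in stably transfected human U87-MG glioma cells exposed to compounds for 16 h, using GRP78 as sensor.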
LDHA block = qHTS assay for inhibitors of human lactate dehydrogenase | purified LDHA, NADH/diaphorase-resazurin fluorescence; stronger effect = lower value | AID 1347041, 2019 | activity change, % (values are at about 110 or 230 µM) | 480,000 tested, 0.15% active | L-lactate dehydrogenase A chain (Homo sapiens), P00338; in the data active = activity change below about -30%; inconclusive = mostly about -25% to -30%;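 also: plate controls were DMSO wells for no effect and wells without enzyme for full effect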
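Human LDH5 (2 nM) was incubated with 0.06 mM NADH and 0.2 mM pyruvate for 5 min at room temperature in Tris pH 7.4. Remaining NADH was coupled through diaphorase/resazurin, and resorufin fluorescence was read at 0 and 20 min.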
BLM inh = qHTS Assay for Inhibitors of Bloom's syndrome helicase (BLM). RecQ-like DNA helicase BLM (Homo sapiens), P54132. recombinant BLM DNA unwinding, fluorescence dequenching. Potency, µM (titrated, usually from 56.1 µM), for the others: top-dose activity change, negative = inhibition, most hits filed as inhibitors. 350,000 tested, 0.2% active;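 also: potency is read from the fitted curve at half-maximal effect; plate controls were vehicle for no effect and no enzyme for full effect; nearly all actives have a fitted effect of over 35% in size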
Apoferritin bind = qHTS Assay for Identification of Novel General Anesthetics. apoferritin/1-aminoanthracene competitive binding, fluorescence. Potency, µM (top dose mostly 77.5 µM), for inactives: at the highest dose activity change, negative = displacement, usual class: inhibitors. 350,000 tested, 0.074% active; also: potency is read from the fitted curve at half-maximal effect; % is scaled to controls: 0 for no effect and ±100 for the full control effect; nearly all actives have a fitted effect of over 20% in size
Target sequence (P02791 2-175 limits assumed): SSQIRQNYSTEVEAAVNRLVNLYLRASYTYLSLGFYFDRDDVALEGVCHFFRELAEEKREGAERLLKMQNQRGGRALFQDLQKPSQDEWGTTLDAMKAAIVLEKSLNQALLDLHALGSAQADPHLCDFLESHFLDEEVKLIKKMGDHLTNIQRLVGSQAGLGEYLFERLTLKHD
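Apoferritin-based anesthetic binding model; compound displacement of fluorescent 1-AMA measured as endpoint fluorescence after 10 minutes at room temperature, scaled to free-ligand and complex controls.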
Pol beta inh = qHTS Assay for Inhibitors of DNA Polymerase Beta; AID 485314, 2010; 340,000 tested, 1.3% active; P06746; Potency, µM (top dose mostly 114 µM), without a hit: at the highest dose activity change, negative = inhibition, actives largely listed as inhibitors; Pol beta primer extension/strand displacement, fluorescence kinetic; also: potency is read from the fitted curve at half-maximal effect; % is scaled to controls: 0 for no effect and ±100 for the full control effect
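Pol beta (10 nM) was preincubated with compound for 15 min at room temperature. The reaction was then started with 50 nM substrate and read immediately and after a further 10 min at room temperature.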
* hit, by the source's call; ? = inconclusive; . = no result given; & = joins results of further samples; [ ] = dose if it differs, or a comment. Unless noted, calls follow the shape of the dose curve; as a rule, active = well fitted curve in the direction sought with a large enough effect; inconclusive = small, poorly fitted or top-dose-only effect, or another doubt; inactive = no such curve, though single readings can be large; an effect the other way counts as inactive or inconclusive. Not all compounds are listed (hit frequency here may not be typical).

Value order: Pol iota inh | Pol eta inh | LDHA block | Apoferritin bind | Glioma ERSR ind | POLK inh | Pol beta inh | APE1 inh | BLM inh
> CC(=O)N1c2ccc(S(=O)(=O)NCCC(=O)NCc3ccc(Cl)cc3)cc2CC1C (configuration not stated)
  -20% | -13% | 1 | -9% | -5% | 0% | -1% | 43% | -3%
> COc1cc(C(=O)N2CCN(c3ccccn3)CC2)cc(OC)c1OC
  16% | -20% | -2 | -2% | 2% | 2% | -22% | 38%[activator] | 0%
> c1ccc(CSc2ccc(-c3ccco3)nn2)cc1
  87%[activator] | -18% | 0 | -10% | -4% | -6% | ? | 13% | -4%
> CN(Cc1ccccc1)C(=O)N[C@@H](Cc1ccccc1)C(=O)O
  -9% | -9% | -7 | -4% | -2% | 3% | -1% | 3% | -1%
> COc1ccccc1NC1=NC(CO)(CO)CS1
  19% | -16% | -5 | -2% | -2% | 2% | 0% | 9% | -3%
> Cc1ccccc1/[N+]([O-])=C/c1cccs1
  24% | 1% | 4 | -5% | -4% | -6% | 20% | -1% | 0%
> Cc1cc(NS(=O)(=O)c2ccc(NC(=O)CN3C(=O)NC(C)(c4ccccc4)C3=O)cc2)nc(C)n1 (configuration not stated)
  11% | -2% | -6 | . | -2% | -3% | . | -3% | .
> O=C(CN1CCN(Cc2ccc3c(c2)OCO3)CC1)NCC(F)(F)F
  30%[activator] | -23% | -2 | 3% | 0% | -15% | 1% | 18% | -2%
> CCc1nnc(NC(=O)CSc2nc3cc(OC)c(OC)cc3cc2C)s1
  5% | 1% | -5 | -21% | -3% | -13% | -1% | 17% | -6%
> Cc1ccnc(NC(=O)COc2ccc3c(c2)CCC3)c1
  29% | -9% | -4 | . | -11% | 3% | . | 23% | .
> Cc1ccc(OCC(=O)Nc2ccc(OCc3cc(=O)n4ccsc4n3)cc2)cc1C
  40%[activator] | -13% | 4 | 0% | -3% | -5% | 0% | . | -8%
> Clc1ccc(Cc2nc(-c3cccnc3)no2)cc1
  7% | -2% | -9 | -20% | 5% | -3% | 7% | 3% | -2%
> CCC(C)(C)c1ccc(OCCCC[n+]2ccccc2)c(C(C)(C)CC)c1
  13% | -20% | 0 | ? | -15% | -9%[60.1 µM] | 2% | 10% | 2%
> O=C(O)c1cccc(Cn2c(Cl)c(/C=N/NC(=O)c3ccccc3Cl)sc2=O)c1
  15% | -5% | -1 | -9% | 6% | -1% | 7% | 2% | 4%
> C=CCN(CC=C)C(=O)c1cc2ccccc2c(=O)o1
  ? | -4% | -8 | -2% | -3% | 7% | 3% | 3% | -1%
> CCN(CC)C(=O)CC(c1ccc(F)cc1)c1ccco1 (configuration not stated)
  -13% | -17% | 0 | 5% | -4% | -23% | 15% | -2% | -4%
> COc1ccccc1NC(=O)CSCc1cc(=O)c2cccc(Cl)c2[nH]1
  25% | -10% | -2 | -12% | -3% | -5%[60.1 µM] | 16% | . | -1%
> O=C(NCC1CCN(Cc2cccc(Cl)c2)CC1)Nc1cc(Cl)ccc1Cl
  -23% | -13% | 2 | 33%[activator] | -7% | -4% | -2% | . | -7%
> NC(=O)NC(=O)CSc1nc2sc(-c3ccccc3)cc2c(=O)n1-c1ccccc1
  44% | -22% | -1 | 5% | 1% | 0% | 2% | 1% | 1%
> CCOc1ccc(-n2nc(CO)c(C(=O)NCCCc3ccccc3)n2)cc1
  24% | -11% | -3 | 104%[activator] | -2% | -21% | -6% | . | -10%
> COc1ccc2nc(SCC(=O)NCc3ccc(F)cc3)[nH]c2c1
  ? | -9% | -5 | -9% | -2% | -8% | 5% | 19% | -4%
> COc1ccc(OCC(=O)Nc2nonc2NC(=O)COc2ccc(OC)cc2)cc1
  53%[activator] | 2% | -5 | -16% | 5% | -7% | -19% | 4% | -13%
> COc1ccc(N2CCN(CCNC(=O)c3ccc(NC(=O)C4CCCO4)cc3)CC2)cc1 (configuration not stated)
  20% | 10% | -4 | 12% | -4% | -3% | 15% | 21% | 2%
> C#CCSc1nnc(CNS(=O)(=O)c2ccc(Br)cc2)n1C
  10% | -5% | 0 | -1% | -4% | 12% | -1% | 29% | -6%
> CCN(CC)CCNC(=O)C1(O)c2cc(Br)ccc2NC(=O)N1c1c(F)cccc1F (configuration not stated)
  20% | -16% | -3 | -9% | -2% | -7% | 88% | 2% | -4%
> Cc1ccc(C(=O)NCc2ccc(F)cc2)cc1NC1=NC2CS(=O)(=O)CC2S1 (configuration not stated)
  14% | -12% | -5 | -8% | -3% | -1% | 23% | 4% | -1%
> Cc1ccc(CCNC(=O)c2ccc3c(c2)N(Cc2cccc(F)c2)C(=O)c2ccccc2S3)cc1
  9% | -11% | -2 | 2% | 0% | -9%[60.1 µM] | -10% | . | -8%
> Cc1ccc(S(=O)(=O)N2CCN(c3cc(-c4cccs4)nc4ccccc34)CC2)cc1
  1% | . | 3 | . | -3% | -22% | . | . | .
> CC(=O)Oc1ccc(N2C(=O)C3C4C=CC(CC4)C3C2=O)cc1[N+](=O)[O-] (configuration not stated)
  -14% | -10% | 2 | ? | -3% | 5% | -1% | 0% | -2%
> COc1cc(/C=C2/C(=O)ON=C2C)ccc1OCc1cccc(F)c1
  ? | -14% | -6 | -15% | 2% | -13% | 3% | -3% | -1%
> COc1cccc(C(=O)NCCC2=CCCCC2)c1
  -35%[58.9 µM] | 10% | -7 | 28µM* | -13% | -5% | 12% | -1% | -3%
> Cc1cccc(Cn2cnc3c(sc4nc(C)cc(C)c43)c2=O)c1
  6% | -23% | -6 | 1% | -2% | 3% | 26% | -17% | -4%
> O=C(Nc1ccc(O)cc1C(=O)O)c1cccs1
  -17% | -10% | -2 | -11% | -4% | -17% | 4% | 6% | -9%
> COc1ccc(Cc2noc(CN3CCC(c4ccncc4)CC3)n2)cc1OC
  -24% | 8% | -9 | -4% | -6% | 8% | 2% | -3% | -2%
> CCc1c(C(=O)NCc2ccc3c(c2)OCO3)[nH]c(C)c1C(C)=O
  7% | 7% | 0 | -9% | 2% | -4% | 3% | -6% | -4%
> Cc1ccc(N2CCN(C(=O)c3ccccc3F)CC2)c(C)c1
  16% | -18% | 0 | 7% | -1% | 2% | -16% | -6% | -4%
> CCOC(=O)Cc1csc(NC(=O)CC)n1
  -2% | -7% | -11 | -8% | -1% | -9%[60.1 µM] | 38% | 12% | -4%
> COC(=O)c1ccc(C2C(C(C)=O)=C(O)C(=O)N2CCO)cc1 (configuration not stated)
  ? | -7% | 2 | -4% | -4% | 0% | 15% | -2% | 0%
> O=C(CCN1CCN(S(=O)(=O)c2ccc(Cl)cc2)CC1)Nc1ccccc1F
  25% | -1% | -4 | 0% | -6% | -12% | -2% | ? | 0%
> COc1cc(C(c2sc3nc(C)nn3c2O)N2CCC3(CC2)OCCO3)cc(OC)c1OC (configuration not stated)
  9% | -5% | -1 | 5% | -2% | -1% | -2% | 0% | 3%
> COc1ccc(C2CC(c3c(-c4ccccc4)c4cc(Cl)ccc4[nH]c3=O)=NN2C(=O)CCC(=O)O)cc1 (configuration not stated)
  20% | 0% | -20 | -22% | -1% | -9% | -2% | -6% | -3%
> Cc1cc(C(N)=O)nn1-c1c(Cl)cc(Cl)cc1Cl
  -12% | -9% | -2 | 13% | -6% | -3% | 0% | 3% | 0%
> Cc1ccc(-c2noc(CN3CCCCC3)n2)cc1
  8% | 4% | -16 | -17% | 3% | -5% | 22% | 14% | -5%
> O=Cc1c(NCc2ccco2)nc2ccccn2c1=O
  63%[activator] | -16% | -5 | -13% | 2% | 0% | 7% | 5% | -3%
> Cc1cccc(C)c1NC(=O)C(=O)NCCOc1ccc(Cl)cc1
  6% | 9% | -1 | ? | -3% | -13% | 21% | -3% | -5%
> COc1cc(C(=O)OCC(=O)N(C)C)cc(NC(=O)c2ccco2)c1OC
  3% | 5% | -5 | -2% | -3% | 0% | 14% | 4% | 7%
> CC(C)CNC(=O)/C=C/C(=O)O
  -13% | -16% | 1 | -2%&-1% | -2% | 12% | 28%&48% | 0%&-2% | 1%&0%
> COC(=O)C(=N/Nc1ccccc1C(=O)OC)/C(C)=N/O
  155%[activator] | -13% | -1 | -11% | -5% | -10% | -17% | 3% | -1%
> CCc1cccc(CC)c1NC(=O)CO/N=C(\N)CC(=O)NC1CCCCC1
  -19% | -7% | -2 | -3% | 3% | 1% | 25% | 19% | 1%
> Cc1ccc2cc3cc(C(=O)N4CCN(c5ccccc5)CC4)sc3nc2c1
  40%[activator] | -23% | -2 | -5% | 1% | 17% | 5% | . | 0%
> CCOC(=O)c1[nH]c(C)c(C(=O)Nc2ccccc2C)c1C
  -6% | -11% | -3 | -3% | 1% | -2% | 10% | 9% | -3%
> CSc1ncc(Cl)c(C(=O)Nc2ccc(NC(C)=O)cc2)n1
  6%&17% | 4%&-19% | -3&-3 | -11%&-10% | -6%&-1% | -13%&11% | -1%&-4% | 1% | -11%&-14%
> CN(C)CCCOC(=O)C1c2ccccc2Oc2ccccc21
  -11% | -5% | -4 | 89%[activator] | -5% | -9% | 1% | 1% | 7%
> O=C(COC(=O)c1cc2ccccc2oc1=O)c1cccc([N+](=O)[O-])c1
  8% | -13% | 6 | -15% | -2% | -4% | 14% | 4% | -1%
> CC(=O)Nc1ccc(SCC(=O)c2cc(C)n(-c3ccccc3)c2C)cc1
  6% | -6% | -6 | -6% | -8% | -15% | -16% | 13% | -5%
> CCCCn1c(N)c(N(CC(C)C)C(=O)C2CCN(S(=O)(=O)c3ccc(Cl)cc3)CC2)c(=O)[nH]c1=O
  24% | -12% | -10 | . | -3% | -9% | . | 45%[activator] | .

Compound activity as filed in PubChem BioAssay.
